Bioassay records deposited in PubChem BioAssay by Sanford-Burnham Center for Chemical Genomics.
SENP7 block – SENP7 protease inhibition. recombinant SENP7, Z-RLRGG-aminoluciferin luminescence, 40 min. Q9BQF6. actives 1.5% (n = 330,000). inhibition, % at 5 µM;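 active means inhibition above about 50% at the single test dose, limit read from the data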;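 further: plate controls were DMSO with enzyme for no effect and no enzyme buffer wells for full effect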
Target sequence (Q9BQF6 706-1050 limits assumed): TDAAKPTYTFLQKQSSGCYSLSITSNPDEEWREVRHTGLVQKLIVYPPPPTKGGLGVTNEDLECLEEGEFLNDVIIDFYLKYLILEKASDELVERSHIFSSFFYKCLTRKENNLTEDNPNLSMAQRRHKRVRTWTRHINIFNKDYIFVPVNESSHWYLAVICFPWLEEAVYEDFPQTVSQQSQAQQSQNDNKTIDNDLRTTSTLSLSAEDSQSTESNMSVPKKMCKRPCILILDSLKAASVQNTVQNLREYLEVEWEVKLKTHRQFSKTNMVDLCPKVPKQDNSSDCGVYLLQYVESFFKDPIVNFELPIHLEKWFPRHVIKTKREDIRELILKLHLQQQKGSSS
SENP1 inh – SENP1 (human) catalytic domain inhibition | recombinant SENP1 catalytic domain, CyPet-SUMO1-YPet FRET cleavage | inhibition, % at 10 µM | actives 0.21% (n = 360,000);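 active means inhibition at least 30% at 10 µM, raw YFP signal under a set limit, fluorescence ratio 0.5 to 1.5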;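 further: 0% = enzyme with DMSO and 100% = no enzyme wells; some results filed as inactive read as strong as hits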
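Assay system – human recombinant His6-tagged SENP1 catalytic domain enzyme · Input – SENP1 enzyme, 20 pM final · Buffer or medium – Tris pH 8 buffer plus EDTA, NaCl, BME, BSA, NP40, catalase · Schedule – 50 min reaction at room temperature · Technique – FRET read of cyan and yellow fluorescence · Control set – no-enzyme wells low, DMSO-plus-enzyme wells high control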
SENP8 block-1 – blocks human SENP8 cleavage of Nedd8 substrate. actives 0.64% (n = 360,000). Q96LD8. AID 602440. inhibition, % at 20 µM. recombinant SENP8, Nedd8 substrate fluorescence; in the data active means inhibition mostly above about 40%, no sharp cut-off; inactive means mostly below about 27%
UBC13 polyUb – blocks human UBC13 polyubiquitin chain formation. inhibition, % at 20 µM. P61088. TR-FRET. actives 0.47% (n = 330,000); in the data active means inhibition above about 45%, passing the limit was not always enough
Target sequence (P61088 whole entry, looked up): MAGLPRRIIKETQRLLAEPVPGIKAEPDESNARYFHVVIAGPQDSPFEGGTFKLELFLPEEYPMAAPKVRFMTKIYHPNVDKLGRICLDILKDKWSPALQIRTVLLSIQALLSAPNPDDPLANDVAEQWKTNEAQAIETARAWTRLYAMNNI
A3G deaminase – inhibitors of human APOBEC3G DNA deaminase | recombinant A3G, ssDNA deamination FAM/TAMRA fluorescence | inhibition, % at 20 µM | actives 0.28% (n = 330,000);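 active means inhibition of at least 40% at 20 µM, with no more than 30% in the related APOBEC3A deaminase screen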;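 further: plate controls were DMSO wells with A3G for no effect and wells lacking A3G enzyme for full effect; some compounds called inactive have numbers as strong as hits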
Target sequence (Q9HC16 whole entry, looked up): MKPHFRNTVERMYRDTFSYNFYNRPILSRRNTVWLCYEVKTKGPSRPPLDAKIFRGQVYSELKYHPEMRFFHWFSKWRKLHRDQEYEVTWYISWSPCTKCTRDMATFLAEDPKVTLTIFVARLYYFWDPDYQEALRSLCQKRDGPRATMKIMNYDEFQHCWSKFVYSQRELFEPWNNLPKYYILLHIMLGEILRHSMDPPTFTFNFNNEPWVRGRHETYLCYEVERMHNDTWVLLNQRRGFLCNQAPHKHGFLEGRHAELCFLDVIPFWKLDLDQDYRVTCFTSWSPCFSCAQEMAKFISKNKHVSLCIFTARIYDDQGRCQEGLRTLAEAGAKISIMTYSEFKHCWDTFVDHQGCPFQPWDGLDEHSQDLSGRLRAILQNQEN
SENP6 block – SENP6 protease inhibition. AID 2599. Recombinant SENP6 catalytic domain, aminoluciferin luminescence. actives 1.8% (n = 330,000). inhibition, % at 10 µM. Q9GZR1;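 active means inhibition above about 50% at the single tested dose, limit read from the data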;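 further: plate controls were DMSO wells with enzyme for no effect and DMSO wells lacking enzyme for full effect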
Apaf1 inhib – human Apaf-1 inhibition; O14727; inhibition, % at 20 µM; reconstituted apoptosome caspase-3 activity, DEVD-Rh110 fluorescence; actives 0.71% (n = 330,000); active means inhibition of at least 40% at 20 µM;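 further: plate controls were DMSO wells for no effect and DEVD-CHO caspase inhibitor wells for full effect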
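Material: reconstituted apoptosome with Apaf-1, cytochrome c, caspase-9, procaspase-3, dATP; medium: pH 7.5 Hepes buffer with CHAPS, BSA, DTT; also added: cytochrome c and DEVD-Rh110 substrate; timing: 30 min plus 50 min, RT; signal: Rh110 fluorescence intensity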
SENP8 block-2 – inhibitors of human SENP8 protease | actives 1.2% (n = 330,000) | purified SENP8, Z-RLRGG-aminoluciferin cleavage, luminescence | inhibition, % at 10 µM | Q96LD8 | AID 2540; in the data active means inhibition above about 50%
* marks the source's active call; other numbers are inactive results; . = no result given. No enrichment for hits (roughly 3.6% active in at least one column).

| smiles | SENP7 block | A3G deaminase | SENP6 block | SENP8 block-1 | Apaf1 inhib | UBC13 polyUb | SENP8 block-2 | SENP1 inh |
| --- | --- | --- | --- | --- | --- | --- | --- | --- |
| COc1ccc(S(=O)(=O)NCCSCc2ccco2)cc1 | -8 | -7 | -5 | 20 | 13 | -4 | -10 | -3 |
| Cn1c(=O)n(CC(=O)N2CCN(c3nnc(-c4ccccc4)c4ccccc34)CC2)c2ccccc21 | -3 | 2 | 8 | 6 | 14 | 0 | 0 | 1 |
| COc1ccc(S(=O)(=O)NCc2ccco2)cc1C(=O)N1CCCCC1 | -4 | -5 | -16 | 2 | 11 | 3 | -5 | 0 |
| O=C(CCN1CCCCC1)NNC(=O)C12CC3CC(CC(C3)C1)C2 | 2 | -3 | 24 | 5 | -17 | 4 | 0 | -1 |
| COCCn1c(=O)c2c(nc3n2CCCN3CCc2ccccc2)n(C)c1=O | 1 | -3 | 11 | 6 | -1 | 0 | 4 | 1 |
| Cc1ccccc1NC(=O)NCCc1ccc(Cl)cc1 | 9 | 0 | -5 | 13 | 3 | 3 | -1 | 1 |
| Cc1nn(C)c(Cl)c1/C=N/OC(=O)c1ccccc1 | -10 | -5 | -15 | 6 | 8 | -12 | -16 | 3 |
| Cc1c(C(=O)Nc2ccccc2F)sc2ncn(CC(=O)N3CCCCC3)c(=O)c12 | 10 | 1 | 9 | 2 | 4 | -1 | 3 | -10 |
| CCOC(=O)CSc1nc2sc(C)c(C)c2c(=O)n1N | 1 | -5 | -1 | 13 | 4 | 3 | -2 | 0 |
| COc1ccc(CN2CCC(CO)(Cc3cccc(C(F)(F)F)c3)CC2)cc1Cn1cccn1 | 5 | -4 | -14 | 25 | -14 | 14 | 1 | 3 |
| Cc1cc(-n2c(C)cc(C(=O)CN3C(=O)NC4(CCCC4)C3=O)c2C)no1 | -6 | -7 | -21 | 18 | -3 | 2 | 1 | -3 |
| CN(CC(=O)Nc1cccc(F)c1)C(=O)Cn1c(=O)oc2ccccc21 | 0 | -3 | 11 | -3 | -7 | -24 | 0 | 0 |
| O=C(c1ccccc1)N(Cc1ccc2c(c1)OCO2)Cc1nc2ccccc2c(=O)[nH]1 | -5 | -3 | -5 | -1 | -2 | 1 | -1 | -4 |
| CC(=O)Nc1ccc2c(c1)nc(CCN1CCOCC1)n2C | -3 | -1 | -1 | 8 | 2 | -8 | -4 | -1 |
| COc1ccc(CCNC(=O)CCNS(=O)(=O)c2cccc3nsnc23)cc1OC | 13 | -6 | -7 | 5 | 6 | -8 | 6 | 1 |
| CC1(C)CC(=O)C=C(Nc2ccc(Cl)cc2)C1 | 7 | 3 | 13 | 1 | 0 | 3 | 6 | 0 |
| O=C(c1ccco1)N1CCN(Cc2cc(=O)c(OCc3c(F)cccc3Cl)co2)CC1 | -3 | 0 | 0 | 19 | 4 | -6 | 1 | 0 |
| O=C(NCc1ccccc1)N1CCN(c2ccccc2F)CC1 | 7 | 0 | -3 | 18 | -9 | -5 | 8 | 2 |
| FC(F)(F)Oc1ccc(Nc2nc3ccccc3o2)cc1 | 23 | 0 | 41 | 13 | 8 | -1 | 4 | 4 |
| N#C/C(=C/c1cccc([N+](=O)[O-])c1)c1nnc2n1CCCCC2 | 6 | -5 | -9 | 14 | 2 | 8 | 0 | 1 |
| COC(=O)c1ccccc1NC(=O)CN(C)S(=O)(=O)c1cc(C)ccc1OC | -10 | 4 | -8 | 0 | 21 | -7 | -6 | 1 |
| CCOC(=O)C1=C(C)OC(N)=C(C#N)C1c1ccccc1 (configuration not stated) | 4 | -5 | -20 | -15 | -5 | 7 | 7 | -6 |
| COc1cc(Cl)c(S(=O)(=O)N2CCN(Cc3ccc4c(c3)OCO4)CC2)cc1Cl | -15 | -10 | -20 | 5 | 10 | 6 | -6 | -1 |
| Cc1c(C)n(C(=O)CN2CCN(c3ccccc3)CC2)c2ccccc12 | -2 | -2 | -7 | 24 | 14 | 11 | -5 | 0 |
| Cc1ccc(NC(=O)NC(=O)COc2ccc(Cl)cc2Cl)c(C)c1 | -5 | -6 | -9 | 12 | -6 | -14 | -13 | 2 |
| COc1ccc(-n2nc3ccc(N)cc3n2)cc1Cl | 59* | 5 | 86* | -307 | 95* | -9 | 88* | -25 |
| CSc1cccc(NC(=S)N(CCC(C)C)C2CCN(C(C)=O)CC2)c1 | -3 | -2 | -2 | 22 | -1 | -4 | -5 | 4 |
| COc1ccc(NC(=O)CSCC(=O)Nc2ccc(S(=O)(=O)N3CCCCC3)cc2)cc1 | -3 | -3 | 1 | -2 | 1 | 15 | 1 | 0 |
| Cc1ccc(C2C(C#N)=C(N)Oc3n[nH]c(-c4cccs4)c32)cc1 (configuration not stated) | 1 | -4 | -9 | 18 | 26 | 2 | -1 | -3 |
| CC(=O)c1cccc(NC(=O)N[C@@H](CC(C)C)C(=O)O)c1 | 0 | -4 | -6 | 7 | -8 | -6 | -17 | -2 |
| CCn1cc2nc(SCC(=O)Nc3ccc(F)cc3F)n(Cc3ccccc3)c(=O)c2n1 | 7 | 8 | 7 | 4 | 19 | 0 | -6 | 8 |
| COc1ccccc1CNC(=O)CN(C)S(=O)(=O)c1ccc(F)cc1 | 3 | -5 | -9 | 1 | 3 | 7 | 6 | -2 |
| Cc1cccc(NC(=O)CN2CCN(C(=O)c3ccc(OCc4cn5ccccc5n4)cc3)CC2)c1C | 9 | 1 | -24 | -27 | -2 | 2 | 5 | -1 |
| C=CCC1C=C(Cc2ccccc2)CC(CC=C)N1 (configuration not stated) | -13 | -6 | -18 | 11 | 5 | 5 | -4 | -3 |
| CC(=N\NC(=O)c1ccc([N+](=O)[O-])cc1)/C(=N/O)C(=O)Nc1ccccc1 | 0 | 0 | -9 | 11 | 3 | -10 | 4 | 3 |
| Cc1cnc(C(=O)Nc2ccccc2-c2nnn(CC(=O)NC3CCCC3)n2)cn1 | 6 | 3 | -21 | -30 | 2 | -11 | 8 | 1 |
| O=C1NC(c2ccccc2)=N/C1=C/c1ccco1 | 0 | -5 | 0 | -59 | -8 | 0 | -1 | -117 |
| CC1CCN(C(=O)c2nc[nH]c2C(=O)O[C@H](C)c2ccccc2)CC1 | -2 | -9 | 4 | 19 | 6 | 11 | 3 | 3 |
| Cn1nc(C(F)(F)F)cc1C(=O)Nc1ccc(-c2ccno2)cc1 | 3 | -1 | 11 | 1 | 2 | 8 | 0 | -2 |
| c1ccc(Sc2nc(N3CCCCC3)nc(N3CCCCC3)n2)nc1 | -8 | -10 | -13 | 16 | 16 | -20 | -2 | 3 |
| COc1ccc(O)c(C(=O)CC(=O)c2ccccc2C)c1 | -8 | -7 | 0 | -128 | 14 | -11 | 2 | -22 |
| COCCCNC(=O)c1cc(C)nc2ccc(F)cc12 | -2 | -5 | 5 | 7 | -21 | 4 | 7 | -2 |
| CCOC(=O)C1=C(C)c2ccccc2OC1(CC)C(=O)OCC (configuration not stated) | 3 | -1 | . | 0 | 13 | . | . | 0 |
| C#CCNC(=O)C1=C[C@@H](c2csc3ccccc23)[C@H](CCCO)[C@@H](OCC)O1 | 1 | -7 | -11 | 24 | -2 | 7 | -9 | 0 |
| CCCCOc1ccccc1NC(=O)CSc1nnnn1C(C)(C)C | 0 | -6 | -7 | 11 | 4 | 23 | -3 | -1 |

Complete entries, looked up by structure. Screens in order: SENP7 block, A3G deaminase, SENP6 block, SENP8 block-1, Apaf1 inhib, UBC13 polyUb, SENP8 block-2, SENP1 inh
Entry for Cn1nc(C(F)(F)F)cc1C(=O)Nc1ccc(-c2ccno2)cc1 : 3, -1, 11, 1, 2, 8, 0, -2
Entry for Cc1cccc(NC(=O)CN2CCN(C(=O)c3ccc(OCc4cn5ccccc5n4)cc3)CC2)c1C : 9, 1, -24, -27, -2, 2, 5, -1
Entry for O=C1NC(c2ccccc2)=N/C1=C/c1ccco1 : 0, -5, 0, -59, -8, 0, -1, -117
Entry for CCCCOc1ccccc1NC(=O)CSc1nnnn1C(C)(C)C : 0, -6, -7, 11, 4, 23, -3, -1

Other records follow.
| smiles | SENP7 block | A3G deaminase | SENP6 block | SENP8 block-1 | Apaf1 inhib | UBC13 polyUb | SENP8 block-2 | SENP1 inh |
| --- | --- | --- | --- | --- | --- | --- | --- | --- |
| COCC(C)NC(=O)COc1ccc(Cl)cc1Cl (configuration not stated) | 1 | -2 | -17 | 3 | -2 | 7 | -2 | 2 |
| Cc1ccn2c(NC3CCCCC3)c(C(C)C)nc2c1 | 2 | -2 | -7 | -226 | -5 | 14 | -8 | -3 |
| CN1CCCN(C(=O)c2ccc(Br)cc2)CC1 | 1 | -7 | 11 | 16 | -9 | -2 | -1 | -1 |
| O=C(CN1C(=O)c2ccccc2C1=O)Nc1ccc(Cl)cn1 | -7 | -6 | -7 | 5 | 2 | 0 | -2 | -1 |
| COc1cccc(Oc2ccc(N)cc2)c1 | 5 | -2 | -1 | 16 | 6 | 2 | -5 | 0 |
| COC(=O)c1ccc2c(=O)n(-c3ccccc3F)c(=S)[nH]c2c1 | 12 | -1 | -3 | -302 | 6 | 13 | 3 | -8 |
| CCc1ccc(OCCCC(=O)Nc2ccc(S(=O)(=O)Nc3cc(C)nc(C)n3)cc2)cc1 | -2 | -15 | -14 | 4 | 4 | 0 | 3 | -3 |
| Cc1onc(-c2ccccc2)c1C(=O)N=C(N)c1ccc(Cl)cc1 | -5 | -2 | -11 | 0 | -8 | 23 | 2 | 2 |
| CCOC(=O)C1CCN(C(=O)CN(Cc2ccccc2)S(C)(=O)=O)CC1 | 5 | -5 | -5 | 26 | -26 | -1 | 2 | 1 |
| COCCn1c(-c2ccc(OC)cc2)cnc1SCC(=O)Nc1cc(C)on1 | 13 | 3 | -1 | 9 | -4 | -10 | 5 | -1 |
| N#Cc1ccccc1OCC(=O)OCC(=O)NC1CCS(=O)(=O)C1 (configuration not stated) | -2 | -1 | -4 | 9 | -11 | 5 | 1 | 4 |
| COCCn1c(SC(C)C(=O)Nc2ccc(N3CCOCC3)cc2)nnc1-c1ccncc1 (configuration not stated) | -13 | -10 | -9 | 10 | -4 | -4 | -14 | 1 |
| CC(C)Cc1cc(C(=O)N(C)C2CCCN(Cc3ccccc3F)C2)n(C)n1 (configuration not stated) | -5 | -6 | -8 | 15 | 8 | -6 | -8 | 3 |
| Cc1ccc(S(=O)(=O)N2CCN(C)CC2)c2nsnc12 | 0 | -2 | -10 | 8 | 7 | -22 | -12 | 2 |
| COc1ccc(/C=C/C(=O)N2CCC(c3ccccc3)C2)cc1 (configuration not stated) | -1 | -4 | 9 | 1 | 10 | 6 | -13 | -1 |
| O=C(CSc1nc2[nH]ncc2c(=O)[nH]1)Nc1ccc(OC(F)(F)F)cc1 | -12 | -9 | -3 | 7 | 4 | -14 | -12 | 0 |
| CCCNC(=S)N1CCCC(c2nc3ccccc3[nH]2)C1 (configuration not stated) | 2 | -1 | -9 | 2 | -5 | -8 | 0 | 1 |
| Clc1cccc(/C=N/Nc2nc(Cl)nc3ccccc23)c1 | 8 | -5 | 9 | -57 | 1 | -7 | -1 | -59 |
| CN(C)S(=O)(=O)c1ccc(NC(=S)NC(=O)c2ccc(Br)o2)cc1 | 2 | -1 | 6 | . | 9 | -10 | -6 | . |
| CN(C)CCN1C(=O)C(=O)/C(=C(/O)c2ccc(F)cc2)C1c1ccccc1F (configuration not stated) | -3 | -5 | 5 | 5 | -6 | -3 | 1 | -1 |
| O=C(CCn1[nH]c(=O)c2ccccc2c1=O)NCCO | -5 | -3 | -11 | -3 | -7 | -16 | -9 | 2 |
| O=c1[nH]c2ccccc2nc1C(Cl)c1ccccc1 (configuration not stated) | 5 | -1 | 1 | . | -1 | 11 | -2 | . |
| COCCCNCC(=O)Nc1ccc(OC(F)(F)F)cc1 | -4 | -1 | -4 | 9 | -11 | 3 | 1 | 0 |
| COCCSc1ccccc1C(=O)Nc1ccccc1C#N | -2 | -3 | -6 | 4 | 3 | 7 | 4 | -1 |
